Assay outcomes from PubChem BioAssay.
NPY-Y1 antag: NPY-Y1 receptor antagonists, primary screen, cell-based; Neuropeptide Y receptor type 1 (Homo sapiens), P25929; HEK293-CNG Y1 cells, membrane potential fluorescence; NPY at EC95, then isoproterenol; inhibition, % at 3.6 µM; 200,000 compounds, 1% hits; AID 1040, 2008;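 active means inhibition above the campaign mean inhibition of all tested compounds plus 3 SD, cut at about 20% in these data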;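 further: 0% = DMSO wells given NPY plus isoproterenol and 100% = isoproterenol alone without NPY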
Target sequence (P25929 whole entry, looked up): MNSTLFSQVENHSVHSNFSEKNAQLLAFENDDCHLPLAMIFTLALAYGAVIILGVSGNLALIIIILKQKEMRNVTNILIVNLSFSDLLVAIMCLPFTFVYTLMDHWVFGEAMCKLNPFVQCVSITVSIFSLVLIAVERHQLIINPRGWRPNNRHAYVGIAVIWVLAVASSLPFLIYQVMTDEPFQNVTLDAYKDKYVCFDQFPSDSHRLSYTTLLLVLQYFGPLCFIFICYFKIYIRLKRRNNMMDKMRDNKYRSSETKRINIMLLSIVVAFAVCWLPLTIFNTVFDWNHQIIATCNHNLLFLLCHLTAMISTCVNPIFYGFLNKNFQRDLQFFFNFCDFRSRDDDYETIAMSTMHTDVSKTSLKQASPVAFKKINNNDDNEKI
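System: HEK293 cells with Y1 receptor plus CNG channel / Probe or stimulus: NPY 25 nM then isoproterenol 1 µM plus Ro 20-1724 25 µM / Compound: one concentration, 3.6 µM, in 0.4% DMSO / Schedule: compound incubation 1 h at room temperature, readout 45 min post-stimulation / Measured by: membrane potential fluorescence / Read-out: % inhibition of NPY effect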
EP2 mod: EP2 receptor modulators, cAMP readout, primary screen, cell-based, HTRF cAMP, PGE2 stimulation | Prostaglandin E2 receptor EP2 subtype (Homo sapiens), P43116 | EP2-expressing cells, cAMP HTRF FRET, PGE2 co-stimulation | induction, % at 25 µM | 260,000 compounds, 0.83% hits | AID 940, 2007;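 active means compounds whose cAMP rise, as percent of the full-agonist control response, exceeds 60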;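 further: rat C6 glioma line stably carrying human EP2 under a CMV promoter; the protocol text gives 20 µM as final concentration; 100% = response of wells given 1 µM PGE2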
Target sequence (P43116 whole entry, looked up): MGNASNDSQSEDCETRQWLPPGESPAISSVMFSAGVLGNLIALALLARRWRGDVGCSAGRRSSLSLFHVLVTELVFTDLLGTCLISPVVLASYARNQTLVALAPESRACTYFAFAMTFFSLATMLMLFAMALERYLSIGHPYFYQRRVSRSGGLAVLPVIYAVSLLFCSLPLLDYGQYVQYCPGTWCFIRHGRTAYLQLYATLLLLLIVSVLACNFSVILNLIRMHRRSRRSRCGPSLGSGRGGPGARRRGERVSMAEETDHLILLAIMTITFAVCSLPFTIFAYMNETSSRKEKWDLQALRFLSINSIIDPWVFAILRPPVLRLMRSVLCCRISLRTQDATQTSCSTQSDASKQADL
TRPN1 ag: zebrafish TRPN1 channel agonists, primary screen, cell-based, HEK293, calcium fluorescence; AID 1424, 2008; transient receptor potential cation channel N1 (TRPN1/NompC), Danio rerio; 220,000 compounds, 0.18% hits; HEK293 zebrafish TRPN1-YFP, Fluo-8 calcium fluorescence; 100% = response to 87 µM carbachol; activation, % at 3 µM;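 active means activation above its plate's cutoff, the mean activation of test wells on that plate plus 3 SD, cut at about 19% in these data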;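 further: 0% = DMSO alone and 100% = 87 µM carbachol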
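Assay system: Zebrafish TRPN1-YFP in HEK293 cells | Incubation: Dye loading 1 h at 37 °C, then 30 min room temperature | Measured by: Kinetic Fluo-8 fluorescence, ex 470-495, em 515-575 nm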
CHOP inhibitor: inhibitors of CHOP promoter induction, primary screen, cell-based, unfolded protein response, luciferase reporter | inhibition, % at 10 µM | 220,000 compounds, 3.8% hits | AID 2732, 2010 | CHO-K1 CHOP-promoter luciferase, tunicamycin-induced, 15-18 h;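 active means compounds that reduced the stress-induced luciferase reporter signal by more than about 70% of percent inhibition, limit read from the data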;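 further: 0% = tunicamycin plus vehicle and 100% = wells without tunicamycin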
NPY-Y1 PAM-ag: NPY-Y1 receptor potentiators or agonists, primary screen, cell-based; 220,000 compounds, 0.37% hits; NPY-Y1 expressing cells, potentiator/agonist activation; Neuropeptide Y receptor type 1 (Homo sapiens), P25929; activation, % at 3.6 µM; in the data active means activation above about 33%, passing the limit was not always enough;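 further: cells stimulated with NPY at EC10 then isoproterenol at EC100; 0% = low agonist plus stimulus and 100% = saturating agonist plus stimulus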
PGE2 EP2 inh: human EP2 receptor antagonists, primary screen, TR-FRET cAMP, C6 glioma cells. AID 1422, 2008. 260,000 compounds, 0.52% hits. inhibition, % at 25 µM. Prostaglandin E2 receptor EP2 subtype (Homo sapiens), P43116. C6 glioma cells expressing human EP2; cells stimulated with saturating PGE2;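 active means percent inhibition above 40 after rounding to a whole number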;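 further: rat C6 glioma host cells with rolipram phosphodiesterase inhibitor present; the protocol text gives 20 µM as final concentration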
14-3-3 Bad inh: inhibitors of 14-3-3 zeta/Bad binding, primary screen, biochemical, TR-FRET, bovine 14-3-3 zeta; 14-3-3 protein zeta/delta (Bos taurus), P63103; inhibition, % at 21.7 µM; TR-FRET 14-3-3zeta/Dy647-pBad peptide displacement, 1 h; 220,000 compounds, 0.71% hits;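 active means inhibition above about 70%, limit read from the data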;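 further: 0% = full 14-3-3 plus peptide FRET controls and 100% = background without 14-3-3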
Target sequence (P63103 whole entry, looked up): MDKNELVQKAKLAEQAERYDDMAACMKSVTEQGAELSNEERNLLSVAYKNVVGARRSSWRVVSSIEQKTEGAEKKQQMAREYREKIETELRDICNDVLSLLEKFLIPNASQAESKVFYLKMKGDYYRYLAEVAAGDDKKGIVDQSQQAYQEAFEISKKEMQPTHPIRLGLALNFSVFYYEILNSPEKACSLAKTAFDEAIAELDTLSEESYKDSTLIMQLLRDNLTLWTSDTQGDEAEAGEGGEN
TRPML3 ag: human TRPML3 channel agonists, primary screen, cell-based, HEK293 TRPML3-YFP, Fluo-8 calcium fluorescence, 3 µM; activation, % at 3 µM; 100% = the carbachol control signal; Mucolipin-3 (Homo sapiens), Q8TDD5; 220,000 compounds, 0.29% hits;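 active means activation above its plate's cutoff, the mean activation of the plate's test wells plus 3 SD, cut at about 12% in these data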;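 further: 0% = DMSO only wells and 100% = carbachol wells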
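Test system: HEK293 cells stably carrying human TRPML3-YFP; Doses: single dose, 3 µM final nominal compound, 0.3% DMSO final; Schedule: dye loading 1 h 37 °C then 30 min ambient, 125 s read; Technique: Fluo-8 calcium fluorescence; Benchmarks: high control carbachol 87 µM, low control DMSO.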
PPC-1+TRAIL kill: compounds killing PPC-1 cancer cells with TRAIL present, primary screen, TRAIL potentiator project, ATPLite luminescence, uHTS; AID 1443, 2008; 220,000 compounds, 0.41% hits; PPC-1 cells + TRAIL, ATPLite viability luminescence; cell killing (% activity), % at 4 µM;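 active means cell killing above 50% in the first pass at 4 µM, then a duplicate retest at 5 µM averaging 50% or more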;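 further: plate controls were cells with TRAIL plus DMSO for no effect and medium-only wells lacking cells for full effect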
* hit, by the source's call; · = no result given; & = joins results of further samples; [ ] = another dose, or the depositor's remark. Only part of the results is shown; count on the stated rates, not on these rows.

SMILES	NPY-Y1 antag	EP2 mod	TRPN1 ag	CHOP inhibitor	NPY-Y1 PAM-ag	PGE2 EP2 inh	14-3-3 Bad inh	TRPML3 ag	PPC-1+TRAIL kill
COc1ccc(-c2c(-c3ccc(O)cc3O)n[nH]c2C)cc1OC	1	22	0.3	21	14	8	-8	-0.3	1
C1CCN(CCCNC2C3CC4CC(C3)CC2C4)C1 (configuration not stated)	7	7	1.6	3	-24	7	-4	0.2	20
Cc1cccc(C)c1NC(=S)N(CCCN1CCN(C)CC1)Cc1cccs1	5	-12	0.3	4	-10	0	-13	-0.6	-3
O=C(/C=C/c1ccccc1)N/C(=C/c1ccccc1)C(=O)NCCCO	0	2	2.8	21	12	6	4[fluorescence artefact?]	0.6	18
C/C(=N\NC(=O)Cc1ccccc1)c1cccs1	9	6	-1.3	7	20	4	-6	-0.6	5
CN1CCN(C(=O)C23CCC(C)(C(=O)C2Br)C3(C)C)CC1 (configuration not stated)	·	-7	1.4	-6	6	7	-5	1.5	-7
COc1ccc2cc(C(c3nnnn3Cc3ccc(F)cc3)N3CCCCCC3)c(=O)[nH]c2c1 (configuration not stated)	3	28	1.1	54	-1	6	8[fluorescence artefact?]	0.1	13
Cc1cc(OCC(=O)Nc2ccc(S(=O)(=O)N3CCN(C)CC3)cc2)cc(C)c1Cl	-2	-35	0.6	27	-28	15	2	0.2	15
O=C(N/N=C/c1ccccc1)c1cc(=O)[nH]c2ccccc12	6	-1	0.5	9	1	5	1[fluorescence artefact?]	1.8	14
CN1CCC(=NNC(=O)c2ccc(N(Cc3ccccc3Cl)S(C)(=O)=O)cc2)CC1	-4	8	2.0	-11	12	7	7[fluorescence artefact?]	0.8	23
O=C(Cc1ccc([N+](=O)[O-])cc1)NCc1ccccn1	5	2	-0.8	-2	9	6	10	1.1	8
Cc1ccc(-c2nnn(CC(=O)N(c3cccc(F)c3)C(C(=O)NC3CCCC3)c3ccco3)n2)o1 (configuration not stated)	0	6	-0.7	0	16	5	-2	0.9	9
CCOC(=O)CN(C(=O)COc1nc(-c2ccccc2)cc(C)c1C#N)c1ccccc1	·	1	0.2	4	-16	4	3	0.1	12
CCOc1ccc(CCNC(=O)C2CCCN(c3nn4c(=O)cc(C)nc4s3)C2)cc1OCC (configuration not stated)	8	29	0.2	45	-11	19	-2	0.4	4
CCC1CCCCN1c1nc(-c2cccc(OC)c2O)nc2ccccc12 (configuration not stated)	1	25	-1.5	34	4	11	5[fluorescence artefact?]	-0.7	6
Cc1sc(N/N=C/c2cc([N+](=O)[O-])ccc2O)nc1-c1ccccc1	0	-29	0.5	21	-21	9	-4	1.2	19
O=C(NC(Cc1ccccc1)C(=O)O)c1ccco1 (configuration not stated)	0	35	1.6	39	1	6	-2	0.8	·
COc1ccc(Nc2oc(-c3cccs3)nc2C#N)cc1	-3	-60	-2.5	-50	2	8	-2	-0.3	20
N/C(=N\c1nc2c(c(=O)[nH]1)CCC2)Nc1ccccc1C(F)(F)F	3	13	0.8	45	-6	20	19[fluorescence artefact?]	0.5	3
Nc1nc(SCC(=O)NC2CCCCC2)[nH]c(=O)c1-c1ccccc1	1	-40&14	0.2	35	0	9&19	-8	0.4	14
O=C(CSc1nc2c([nH]c3ccccc32)c(=O)n1-c1ccc(F)cc1)NCc1ccco1	17	-11	-0.3	32	-11	·	6[fluorescence artefact?]	-0.6	25
COc1cc(C(C)=O)ccc1Oc1cnccn1	2	-8	-0.1	21	-2	14	9	0.5	-2
CN1CCN(c2cc(=O)n(-c3ccc(Cl)cc3)c(=O)[nH]2)CC1	2	2	0.8	-4	14	5	6	0.6	22
O=C(Cc1ccc(Br)cc1)NNC(=O)Nc1ccc(Cl)cc1	3	-15	0.0	10	8	9	1	-0.1	15

10 structures out of the list, ordered by number of heavy atoms, highest first.
SMILES	NPY-Y1 antag	EP2 mod	TRPN1 ag	CHOP inhibitor	NPY-Y1 PAM-ag	PGE2 EP2 inh	14-3-3 Bad inh	TRPML3 ag	PPC-1+TRAIL kill
CCOc1ccc(CCNC(=O)C2CCCN(c3nn4c(=O)cc(C)nc4s3)C2)cc1OCC (configuration not stated)	8	29	0.2	45	-11	19	-2	0.4	4
CCOC(=O)CN(C(=O)COc1nc(-c2ccccc2)cc(C)c1C#N)c1ccccc1	·	1	0.2	4	-16	4	3	0.1	12
Cc1cc(OCC(=O)Nc2ccc(S(=O)(=O)N3CCN(C)CC3)cc2)cc(C)c1Cl	-2	-35	0.6	27	-28	15	2	0.2	15
Nc1nc(SCC(=O)NC2CCCCC2)[nH]c(=O)c1-c1ccccc1	1	-40&14	0.2	35	0	9&19	-8	0.4	14
COc1ccc(-c2c(-c3ccc(O)cc3O)n[nH]c2C)cc1OC	1	22	0.3	21	14	8	-8	-0.3	1
CN1CCN(c2cc(=O)n(-c3ccc(Cl)cc3)c(=O)[nH]2)CC1	2	2	0.8	-4	14	5	6	0.6	22
COc1ccc(Nc2oc(-c3cccs3)nc2C#N)cc1	-3	-60	-2.5	-50	2	8	-2	-0.3	20
O=C(Cc1ccc([N+](=O)[O-])cc1)NCc1ccccn1	5	2	-0.8	-2	9	6	10	1.1	8
C1CCN(CCCNC2C3CC4CC(C3)CC2C4)C1 (configuration not stated)	7	7	1.6	3	-24	7	-4	0.2	20
C/C(=N\NC(=O)Cc1ccccc1)c1cccs1	9	6	-1.3	7	20	4	-6	-0.6	5

Further compounds follow:
SMILES	NPY-Y1 antag	EP2 mod	TRPN1 ag	CHOP inhibitor	NPY-Y1 PAM-ag	PGE2 EP2 inh	14-3-3 Bad inh	TRPML3 ag	PPC-1+TRAIL kill
CC(=O)N(C)c1ccc(OCC(O)Cn2c(C)nc3ccccc32)cc1 (configuration not stated)	-3	-24	1.2	25	11	4	0	0.9	18
O=C(NC1CCCc2ccccc21)C1CCN(S(=O)(=O)N2CCCCCC2)CC1 (configuration not stated)	-5	-10	6.0	-15	-8	4	-3[fluorescence artefact?]	0.9	2
Fc1ccc(-c2nn3c(C4COc5ccccc5O4)nnc3s2)cc1 (configuration not stated)	21*	1	-0.4	-6	-58	·	-3	0.6	6
O=C(NCc1nc2ccccc2[nH]1)c1cccc(S(=O)(=O)N2CCOCC2)c1	1	-13	0.8	30	-16	1	-1	0.5	19
COc1ccc(NC(=O)CSc2nnc(CN3CCOCC3)n2-c2ccccc2)cc1Cl	2	7	0.4	37	6	5	-10	-0.4	5
CC1(C)CC(=O)c2c(O)cc(O)cc2O1	0	-3	-0.4	22	-5	7	4	0.4	9
C#CCOCCOCCOCCNc1nc(N2CCN(C(=O)[C@H]([C@@H](C)CC)n3cc([C@@H](N)Cc4ccc(O)cc4)nn3)CC2)nc(N2CCN(C(=O)[C@H]([C@@H](C)CC)n3cc([C@@H](N)CC(C)C)nn3)CC2)n1	-6	2	-0.9	-15	-16	7	2	-0.4	-2
CCCOc1ccc(N2C(=O)CC(N(Cc3ccccc3)N=O)C2=O)cc1 (configuration not stated)	·	-29	-2.1	33	7	9	5	-1.0	30
Cc1c(Br)c([N+](=O)[O-])nn1CC(=O)Nc1sc2c(c1C(=O)OC(C)C)CCC(C)C2 (configuration not stated)	1	25	1.4	69	4	10	12	0.7	20
Cc1cc(C)c2c3c(sc2n1)C(c1ccccc1)C(C#N)=C(N)O3 (configuration not stated)	2	44	3.1	3	3	·	9	0.5	18
CCOc1ccc(-c2nn(-c3ccccc3)cc2/C=C2\SC(=S)N(Cc3ccco3)C2=O)cc1	-2	15	0.8	-4	-20	5	4	0.6	29
C=C1CSc2nc3ccccc3c(=O)n21	2	-7	0.5	8	13	6	-7[fluorescence artefact?]	0.8	40
Cc1ccccc1NC(=S)Nc1cccc([N+](=O)[O-])c1	-2	-36	0.5	5	-19	10	7	0.8	-27
CCOc1cc(C(=O)OCC(=O)Nc2cc(C)on2)cc(OCC)c1OCC	1	11	-0.3	42	-9	10	-6	-0.1	11
O=C(NCCc1ccccc1)C(c1ccccc1)N(C(=O)c1csnn1)C1CC1 (configuration not stated)	2	25	0.4	4	26	16	-2	0.8	-5
CCCNC(=O)c1cccc(Cn2cc(Br)c([N+](=O)[O-])n2)c1	-7	3	0.0	-8	-21	6	-5[fluorescence artefact?]	-0.6	13
S=C(NCCSCc1ccccc1Cl)Nc1ccccc1	-2	-31	8.4	71*	3	17	7	0.3	33
COC(=O)Cc1ccc(NC(=S)NCCSc2ccc(C)cc2)cc1	5	-62	-2.1	63	-9	7	-7	-0.3	11
COc1cccc(NC(=S)N2CCc3cc(OC)c(OC)cc3C2)c1	·	-54	2.3	13	10	6	0	0.1	10
Cc1cc(N/N=C2\CC(C)CC(C)(C)C2)nc2ccccc12 (configuration not stated)	8	-42	-1.7	47	-13	8	1	0.2	11
CCOC(=O)c1nnn(-c2nonc2-n2cccc2)c1CN1CCC(C)CC1	-1	57	-2.2	60	-8	9	2	0.2	-5
COC(=O)c1ccccc1NC(=O)c1cnn2c(C(F)F)cc(C3CC3)nc12	16	76*	-1.2	38	-34	13	5	-0.1	14
O=C(CS)Nc1ccc2ccccc2c1	·	-27	1.9	25	27	10	-8	0.0	18
COc1ccc(OCc2nc(N)nc(Nc3ccc(C)cc3)n2)cc1	-3	-38	-1.5	50	15	8	2	-1.0	-3
O=C(COC(=O)CNC(=O)c1ccccc1)Nc1ccc(F)c([N+](=O)[O-])c1	0	21	-1.3	-20	17	5	-9	-1.0	14
CCOC(=O)c1[nH]c(=O)[nH]c1COC(=O)c1cc2ccccc2o1	3	-2	2.5	-6	-8	16	19[fluorescence artefact?]	0.8	6
CCOC(=O)c1c(C)[nH]c(C(=O)COC(=O)/C=C/c2cccc(OC)c2OC)c1C	-8	15	-0.7	-20	21	6	13	0.7	7
